# Screening data (PubChem)
# RXFP1 agonist = activates the human relaxin receptor RXFP1; hit rate 0.3% among 370,000; Potency, µM (highest dose often 57.5 µM), for the others: at the top dose activation, actives largely listed as activators; Q9HBX9; HEK293T-RXFP1 cAMP TR-FRET, 30 min; response scale: percent of porcine relaxin response, buffer zero; active = well fitted activation curve with a large enough effect; inconclusive = small, poorly fitted or top-dose-only effect; also: nearly all actives have a fitted effect of over 60% in size; many of its hits are not listed in these tables
# Target sequence (Q9HBX9 whole entry, looked up): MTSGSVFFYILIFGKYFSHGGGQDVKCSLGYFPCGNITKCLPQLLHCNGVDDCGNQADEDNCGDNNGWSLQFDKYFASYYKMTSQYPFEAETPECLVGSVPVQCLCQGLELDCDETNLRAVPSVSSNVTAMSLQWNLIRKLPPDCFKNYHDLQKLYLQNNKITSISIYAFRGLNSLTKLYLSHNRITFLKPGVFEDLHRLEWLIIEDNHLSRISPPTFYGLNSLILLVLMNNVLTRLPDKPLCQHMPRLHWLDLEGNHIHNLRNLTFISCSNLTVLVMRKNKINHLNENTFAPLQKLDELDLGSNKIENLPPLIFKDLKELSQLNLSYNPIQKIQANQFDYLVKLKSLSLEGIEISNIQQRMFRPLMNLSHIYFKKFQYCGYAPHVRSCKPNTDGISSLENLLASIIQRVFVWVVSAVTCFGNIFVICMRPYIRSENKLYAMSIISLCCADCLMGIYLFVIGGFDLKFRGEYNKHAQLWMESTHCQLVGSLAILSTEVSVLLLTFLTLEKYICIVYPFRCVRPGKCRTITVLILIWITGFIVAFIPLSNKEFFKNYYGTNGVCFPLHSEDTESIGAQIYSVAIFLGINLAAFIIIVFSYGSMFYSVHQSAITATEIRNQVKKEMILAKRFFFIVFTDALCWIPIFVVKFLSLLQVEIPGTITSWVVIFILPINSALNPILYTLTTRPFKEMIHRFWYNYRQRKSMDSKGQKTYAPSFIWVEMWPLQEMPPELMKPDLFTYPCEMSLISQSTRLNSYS
#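 cAMP rise read by TR-FRET after 30 min, 37C compound exposure (up to 58 uM) in RXFP1-transfected HEK293 cells with Ro 20174 present. EC50 from Hill-equation fits, with 29 nM porcine relaxin as 100% and buffer as basal.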
# Active calls of the source: *; ? = inconclusive; [ ] = dose if it differs, or a comment. % is scaled to controls: 0 for no effect and ±100 for the full control effect; potency is read from the fitted curve at half-maximal effect.
Structure | RXFP1 agonist
COc1cccc(-c2nnc3sc(-c4ccc(C)cc4)nn23)c1 | 0.4%
O=C(NC1CCCCC1)C(=S)NC1CCCCC1 | 1.4%
COc1ccc(C(=O)NC(=O)COC(=O)c2ccc3ncsc3c2)cc1 | 6.8%
CCc1ccc(C2NC(C(=O)O)CS2)cc1 (stereo unspecified) | -2.8%
CCOC(=O)C1=C(C)N=C2SCCC(=O)N2C1c1ccc(OC)cc1 (stereo unspecified) | 0.8%
CC(C)(C)c1ccccc1NC(=O)c1c(O)c2cccc3c2n(c1=O)CC3 | 5.8%
Clc1cccc(-c2ccc3ncnc(NCc4ccc5c(c4)OCO5)c3c2)c1 | 0.1%
COc1ccc2c(c1)c(=O)oc1cc3oc(C)c(C)c3cc12 | 3.6%
FC(F)(F)c1cccc(NC(=S)NNC(=S)Nc2cccc(C(F)(F)F)c2)c1 | 1.8%
CC1(C)SC2[C@H](NC(=O)C(NC(=O)N3CCNC3=O)c3ccccc3)C(=O)N2C1C(=O)O (stereo partly specified) | 2.4%
Oc1c(C(c2cccs2)N2CCN(c3ccccc3)CC2)ccc2cccnc12 (stereo unspecified) | 3.3%
Cc1cccc(N(CC(=O)NCCSc2nc3ccccc3s2)S(=O)(=O)c2ccccc2)c1 | 1.3%

# Looked up above:
# RXFP1 agonist, `Oc1c(C(c2cccs2)N2CCN(c3ccccc3)CC2)ccc2cccnc12` (stereo unspecified) : 3.3%
# RXFP1 agonist, `CCOC(=O)C1=C(C)N=C2SCCC(=O)N2C1c1ccc(OC)cc1` (stereo unspecified) : 0.8%

# (listing goes on)
Structure | RXFP1 agonist
CSc1cccc(NC(=O)c2ccccn2)c1 | 3.0%
CN1c2ccccc2C(C)(C)C12CC(c1ccc(Cl)c(S(=O)(=O)N3CCCC3)c1)=NO2 (stereo unspecified) | 0.5%
O=C(NC1CCS(=O)(=O)C1)c1cccnc1 (stereo unspecified) | -0.6%
Oc1ccc(N=C/C=C/c2ccc(Br)cc2)cc1-c1nc2ccccc2s1 | 5.5%
C[C@H]1O[C@H](O[C@H]2[C@H](O)[C@@H](O)[C@@H](O[C@H]3[C@H](O)[C@@H](O)C(O)O[C@@H]3CO)O[C@@H]2CO)[C@H](O)[C@@H](O)[C@@H]1N[C@H]1C=C(CO)[C@@H](O)[C@H](O)[C@H]1O (stereo partly specified) | 0.1%
CSCc1nnc(NC(=O)c2ccc(S(=O)(=O)N(CC(C)C)CC(C)C)cc2)o1 | 2.1%
O=c1c(-c2nc3ccccc3o2)c2oc3ccccc3n2c2ccccc12 | 2.5%
CCCCn1c(=S)[nH]c2ccc(N3CCOCC3)cc2c1=O | 4.8%
CCN(CC)c1ccc2c(c1)CCCN2 | -0.2%
Cc1sc2nc(-c3ccncc3)[nH]c(=O)c2c1-c1ccccc1 | 6.5%
C=CCn1c(-c2ccc(=O)n(Cc3ccccc3)c2)n[nH]c1=S | 1.2%
CCCCSc1nnc2c(n1)OC(C(=O)c1ccccc1)Nc1ccccc1-2 (stereo unspecified) | 0.6%

# By substructure, the compounds so far containing an NH in an aromatic ring (3)
Structure | RXFP1 agonist
CCCCn1c(=S)[nH]c2ccc(N3CCOCC3)cc2c1=O | 4.8%
Cc1sc2nc(-c3ccncc3)[nH]c(=O)c2c1-c1ccccc1 | 6.5%
C=CCn1c(-c2ccc(=O)n(Cc3ccccc3)c2)n[nH]c1=S | 1.2%

# (continued)
Structure | RXFP1 agonist
COc1ccc(CC(=O)NNC(=O)Cc2ccc(OC)cc2)cc1 | 8.6%
COc1ccc2c(c1)C(=O)[C@@H](OC(=O)NCc1ccc3c(c1)OCO3)[C@H](c1ccc(OC)c(Br)c1)O2 | 4.2%
COc1ccc2c(c1)c1ncnc(N3CCN(Cc4ccc5c(c4)OCO5)CC3)c1n2C | 8.2%
O=C(COC(=O)CC(c1ccccc1)c1ccccc1)Nc1ccc(F)c(F)c1 | -1.8%
O=[N+]([O-])c1ccc(Cl)c(/C=N/n2c(-c3cccnc3)n[nH]c2=S)c1 | 1.2%
CN(C)CCN(C)Cc1ccc2c(c1)Cc1ccccc1-2 | 0.8%
Cc1cccc(N2CCN(C(=O)c3ccc4c(c3)NC(=O)C(CSCc3ccc(F)cc3)N4)CC2C)c1 (stereo unspecified) | 1.0%
CCCn1c(SCC(=O)Nc2sc(C)c(C)c2C(=O)OC)nc2c1c(=O)n(C)c(=O)n2C | 0.9%
Cc1noc2nc(-c3cccs3)cc(-c3nnc4n3CCCCC4)c12 | -0.7%
COC(=O)c1ccc(/C=N/Nc2nc(-c3ccc(Cl)cc3Cl)cs2)cc1 | -0.7%
COc1ccc(C2C=C(c3ccc(Br)s3)Nc3ncnn32)cc1OC (stereo unspecified) | 12%
O=C(C1=C[C@@H]2[C@H]3C(=O)N(c4ccccc4)C(=O)[C@H]3[C@@H](C(=O)c3ccc(Cl)cc3)N2C=C1)c1ccccc1 | 3.6%

# Arranged by length of the SMILES (lowest first): four of the compounds above.
Structure | RXFP1 agonist
Cc1noc2nc(-c3cccs3)cc(-c3nnc4n3CCCCC4)c12 | -0.7%
COc1ccc2c(c1)c1ncnc(N3CCN(Cc4ccc5c(c4)OCO5)CC3)c1n2C | 8.2%
O=[N+]([O-])c1ccc(Cl)c(/C=N/n2c(-c3cccnc3)n[nH]c2=S)c1 | 1.2%
COc1ccc2c(c1)C(=O)[C@@H](OC(=O)NCc1ccc3c(c1)OCO3)[C@H](c1ccc(OC)c(Br)c1)O2 | 4.2%

# (further entries)
Structure | RXFP1 agonist
Cc1sc2nc(-c3cccs3)nc(N3CCCN(C)CC3)c2c1C | 0.0%
CSC1=C(C#N)C(c2ccccc2Cl)C2=C(CCCC2=O)N1 (stereo unspecified) | -0.8%
Cc1ccn2cc(-c3ccc(S(=O)(=O)N4CCOCC4)cc3)nc2c1 | -0.2%
COc1ccc(-c2nsc3c(SCC(=O)Nc4cc(C)ccc4C)ncnc23)cc1 | 6.4%
CC(=O)NC(c1ccco1)c1cc(Br)c2cccnc2c1O (stereo unspecified) | 0.6%
Cc1sc2nc3n(c(=O)c2c1C)Cc1ccccc1-3 | 2.2%
CCN(CC)CCCN1C(=O)C(O)=C(C(=O)c2ccc(C)o2)C1c1cccs1 (stereo unspecified) | 5.5%
Cc1ccc(C)c(OCCCC(=O)Nc2ccc(N3CCOCC3)cc2)c1 | 0.4%
O=C1C2=C(C(=O)c3ccccc31)C1O[C@](CCCCN3C(=O)c4ccccc4C3=O)(Cc3c1ccc1ccccc31)O2 | 0.1%[11.5 µM]
c1cncc(-c2nc(Oc3ccc(-c4nnco4)cc3)c3c4c(sc3n2)CCCC4)c1 | 4.6%
OC(CNC1CCCCC1)CN1CCN(CC(O)CNC2CCCCC2)CC1 (stereo unspecified) | 1.4%
CCC(CC)C(=O)Nc1ccncc1 | 0.9%
C=CCC(Nc1ccccc1)c1ccc(OC)c(OC)c1 (stereo unspecified) | 0.5%
O=C(COc1cccc2ccccc12)Nc1cc(S(=O)(=O)N2CCOCC2)ccc1N1CCOCC1 | 1.8%
O=C(O)/C(=C/c1ccco1)c1ccccc1 | -1.9%
C/C(=N\Nc1ccc([N+](=O)[O-])cc1[N+](=O)[O-])c1cc2c(ccc3ccccc32)oc1=O | -2.5%
Cc1ccc(S(=O)(=O)NCc2ccc(C(=O)NCc3cccnc3)cc2)cc1 | 0.7%
Cn1c(=O)[nH]c(=O)c2c1nc(N1CCCC1)n2CCSc1nc2ccccc2[nH]1 | 2.0%
Cn1c(O)c(C=Nc2ccc(Cc3ccncc3)cc2)c(=O)n(C)c1=O | 1.8%
O=C(O)c1ccc2c(c1)C(=O)N([C@]1(C(=O)O)CC1c1ccccc1)C2=O (stereo partly specified) | -0.1%
Cn1c(=O)c(C(=O)Nc2cnccn2)c(O)c2ccccc21 | 1.5%
Cn1c2cc(B(O)O)sc2c2cnn(Cc3c(F)cccc3F)c(=O)c21 | 3.1%
COc1ccc(S(=O)(=O)N2CCN(S(=O)(=O)c3ccc(OC)cc3)CC2)cc1 | 2.7%
Cc1nn(-c2ccccn2)c2c1C(c1c(F)cccc1Cl)C1=C(N2)c2ccccc2C1=O (stereo unspecified) | 0.7%
COc1ccc(C2=NNC(c3cc(Cl)cc4c3OCOC4)C2)c(O)c1 (stereo unspecified) | 0.3%
C#CCOCCOCCOCCNc1nc(N2CCN(C(=O)CCCCCCCCCCNC(=O)[C@H](CO)n3cc(CCCSC)nn3)CC2)nc(N2CCN(C(=O)CCCCCCCCCCNC(=O)[C@@H]([C@H](C)O)n3cc(C)nn3)CC2)n1 | ?
COC(=O)c1[nH]c2ccccc2c1NC(=O)CCN1CCN(C2CCCCC2)CC1 | 0.6%
CC(=O)OC[C@H]1O[C@@H](O/N=C(\C)CCN2CCCCc3nc(C)c(C)cc32)[C@H](OC(C)=O)[C@@H](OC(C)=O)[C@@H]1OC(C)=O | 3.4%
Cn1c(=O)c2c(nc(N3CCOCC3)n2CC(=O)c2ccccc2)n(C)c1=O | -0.2%
CCn1cc(C(=O)N/N=C(/C)c2ccc(F)cc2)c(=O)c2cc(F)c(N3CCCC3)cc21 | -1.2%
O=C(CCCCC(=O)N1CCN(c2ccccc2)CC1)N1CCN(c2ccccc2)CC1 | 3.1%
Cc1cccc(-n2c(SCc3cc(=O)n4c(C)cccc4n3)nc3[nH]ncc3c2=O)c1 | 4.9%
O=C1CSC(=S)N1/N=C/c1cc(Br)ccc1O | -0.8%
CCCn1c(=NC(=O)c2ccc3c(c2)OCO3)c(C#N)cc2c(=O)n3cccc(C)c3nc21 | 1.4%
CCc1nn2c(=O)cc(N3CCN(c4cc(C)nc5ccccc45)CC3)nc2s1 | 2.7%
Cc1cccc(-c2ccc3ncnc(N(C)Cc4ccco4)c3c2)c1 | 2.0%
Cc1ccc(C)c(N2CCN(S(=O)(=O)c3ccc4c(c3)CCC(=O)N4)CC2)c1 | -0.7%
Cc1ccc(C(=O)COC(=O)c2cnccn2)cc1C | 2.9%
CCN1CCN(CCOCCOc2ccccc2-c2ccccc2)CC1 | 0.9%
CCOCC(=O)Nc1cc(C(=O)Nc2ccc(F)cc2)ccc1Cl | -2.5%
CCC(NC(=S)NC1CCCCC1)c1ccc(C)cc1 (stereo unspecified) | -3.3%
COc1cc2c(cc1OC)C1O[C@](c3ccsc3)(C2)OC2=C1C(=O)CC(C)(C)C2 | 2.7%[11.5 µM]
Cc1nn2c(N)csc2nc1=O | -0.6%
C[C@@H](C(=O)Nc1ccc2ccccc2c1)[C@H]1C[C@]1(C)[C@H](NP(=O)(c1ccccc1)c1ccccc1)c1ccccc1 | -0.8%
Cc1ccc2nc(-c3ccccc3)nc(SC(C)C(=O)NCc3cccs3)c2c1 (stereo unspecified) | -0.2%
Cc1cccc(NC(=O)C2CCCN2S(=O)(=O)c2cccc3cccnc23)c1 (stereo unspecified) | 0.9%
CCCC[C@]12Cc3cc(C#N)ccc3C(O1)c1c(c3cc(F)ccc3oc1=O)O2 | -0.6%[11.5 µM]
CCNC(=O)c1c(N)sc2c1CCCCC2 | 3.2%
COc1cccc(C2/C(=C(\O)c3c(C)nc4c(C)cccn34)C(=O)C(=O)N2CCCN(C)C)c1 (stereo unspecified) | -0.6%
Cc1ccc(OCc2nnc(NC(=O)OCC(C)C)s2)c(C)c1 | 0.0%
CNC(=O)c1c(NC(=O)c2nc3ccccc3s2)sc2c1CCC2 | 1.9%
CCn1c(SCC(=O)c2c(N)n(C)c(=O)n(C)c2=O)nnc1-c1ccccc1 | 4.5%
c1ccc(N(c2ccccc2)c2nc(N3CCOCC3)nc(N3CCOCC3)n2)cc1 | 0.9%
Cc1cc(NC(=O)CSc2nnc3c(C)cc4cc5c(cc4n23)OCO5)no1 | 9.1%
CNC(C)C#Cc1ccc2c(=O)c3c(OC)cccc3oc2c1 (stereo unspecified) | 3.1%
O=C(c1ccco1)N1CCN(c2ncnc3c2[nH]c2ccc(Cl)cc23)CC1 | 2.0%
CC(=O)[C@H]1[C@H](c2cccc(Cl)c2)C(C#N)(C#N)[C@@H]2c3ccccc3C=CN21 | -0.3%

# Quoted at random: six entries already listed
Structure | RXFP1 agonist
O=C(COC(=O)CC(c1ccccc1)c1ccccc1)Nc1ccc(F)c(F)c1 | -1.8%
COc1cc2c(cc1OC)C1O[C@](c3ccsc3)(C2)OC2=C1C(=O)CC(C)(C)C2 | 2.7%[11.5 µM]
Cc1cccc(N(CC(=O)NCCSc2nc3ccccc3s2)S(=O)(=O)c2ccccc2)c1 | 1.3%
COc1ccc(C(=O)NC(=O)COC(=O)c2ccc3ncsc3c2)cc1 | 6.8%
CCN1CCN(CCOCCOc2ccccc2-c2ccccc2)CC1 | 0.9%
CSc1cccc(NC(=O)c2ccccn2)c1 | 3.0%

# Not all compounds are listed (hit frequency here may not be typical).
